# FN deposition inh = fibronectin deposition inhibition | AH1F fibroblasts, Alexa488-fibronectin deposition fluorescence, overnight | inhibition, % at 12.6 µM | 350,000 tested, 0.086% active | AID 743247;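 active means mean inhibition across replicates of 30% or more, regardless of how many single replicates reach that level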;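 further: positive control wells lacked labelled fibronectin entirely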
#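 Assay system: AH1F fibroblasts assembling fluorescent fibronectin matrix; Amount: 10000 AH1F cells per well; Buffer or medium: DMEM, 2% serum; Probe or stimulus: Alexa488-fibronectin, 24 nM final in well; Doses: single compound dose, delivered by pin transfer; Incubation: 1 h adhesion, overnight exposure; Measured by: fluorescence 485/525 nm; Read-out: fibronectin deposition inhibition.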
# EWS-Fli block = inhibitors of EWS/Fli oncoprotein transcriptional activity; 350,000 tested, 0.67% active; A673 NR0B1-luciferase reporter, viability-normalised; inhibition, % at 12.6 µM;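 active means mean inhibition of at least 50% after viability correction, with every replicate also passing that limit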;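 further: firefly luciferase signal divided by Alamar Blue viability fluorescence both relative to DMSO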
# S100A4 inh HTS = S100A4-myosin IIA interaction inhibition; P26447; S100A4/TAMRA-MyoIIA peptide fluorescence polarization; inhibition, % at 10.7 µM; 360,000 tested, 0.14% active; AID 652163;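 active means mean inhibition of at least 70% across replicates, with every replicate also reaching that level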
# Target sequence (P26447 whole entry, looked up): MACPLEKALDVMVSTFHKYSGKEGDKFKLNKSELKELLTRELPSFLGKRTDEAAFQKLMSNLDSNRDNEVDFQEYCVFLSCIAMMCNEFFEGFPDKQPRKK
#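 Test system: S100A4 monomer protein. Medium: HEPES buffer with Ca2+, pH 7.2. Reagent: fluorescent myosin IIA peptide, 5 nM. Compound dosing: single-point compound testing. Timing: 5 min between mix addition and reading. Benchmarks: DMSO neutral and TFP positive wells.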
# PGC1a acetyl inh = modulators of PGC1a acetylation | AID 651687 | U2OS PGC1a acetylation, AlphaScreen anti-acetyl-lysine; with virally co-expressed GCN5 acetyltransferase | inhibition, % at 15.6 µM | 350,000 tested, 0.17% active;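 active means every replicate shows inhibition of at least 40%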;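 further: 0% = neutral control wells and 100% = positive control wells; some results beyond the cut were filed as inactive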
# LGR2 antag = Drosophila LGR2 receptor signaling inhibition; HEK293 LGR2, CRE-luciferase, bursicon-stimulated, 4 h; inhibition, % at 9.99 µM; 380,000 tested, 0.35% active; AID 720647;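 active means drop in luminescence signal, shown as inhibition above about 50% in the replicate tests, limit read from the data, passing the limit was not always enough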;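 further: agonist challenge used bursicon conditioned medium at about half maximal strength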
# PglD inh = inhibitors of Campylobacter jejuni PglD acetyltransferase | purified PglD enzyme, DTNB colorimetric CoA detection | 360,000 tested, 0.098% active | AID 602405 | inhibition, % at 12.5 µM; in the data active means inhibition above about 16%, passing the limit was not always enough; further: strong numbers were not always called active
# ERAP1 HTS inh = ERAP1 (human) enzyme inhibition | recombinant ERAP1, Leu-AMC fluorescence, 60 min | inhibition, % at 10.7 µM | 340,000 tested, 0.15% active | AID 652197;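 active means mean replicate inhibition of at least 30%, or all replicates individually reaching that 30% level; inactive means mean below 30% and not every replicate reaching it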;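 further: 0% = neutral control wells and 100% = L-leucinethiol positive control wells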
# Target sequence (Q9NZ08 whole entry, looked up): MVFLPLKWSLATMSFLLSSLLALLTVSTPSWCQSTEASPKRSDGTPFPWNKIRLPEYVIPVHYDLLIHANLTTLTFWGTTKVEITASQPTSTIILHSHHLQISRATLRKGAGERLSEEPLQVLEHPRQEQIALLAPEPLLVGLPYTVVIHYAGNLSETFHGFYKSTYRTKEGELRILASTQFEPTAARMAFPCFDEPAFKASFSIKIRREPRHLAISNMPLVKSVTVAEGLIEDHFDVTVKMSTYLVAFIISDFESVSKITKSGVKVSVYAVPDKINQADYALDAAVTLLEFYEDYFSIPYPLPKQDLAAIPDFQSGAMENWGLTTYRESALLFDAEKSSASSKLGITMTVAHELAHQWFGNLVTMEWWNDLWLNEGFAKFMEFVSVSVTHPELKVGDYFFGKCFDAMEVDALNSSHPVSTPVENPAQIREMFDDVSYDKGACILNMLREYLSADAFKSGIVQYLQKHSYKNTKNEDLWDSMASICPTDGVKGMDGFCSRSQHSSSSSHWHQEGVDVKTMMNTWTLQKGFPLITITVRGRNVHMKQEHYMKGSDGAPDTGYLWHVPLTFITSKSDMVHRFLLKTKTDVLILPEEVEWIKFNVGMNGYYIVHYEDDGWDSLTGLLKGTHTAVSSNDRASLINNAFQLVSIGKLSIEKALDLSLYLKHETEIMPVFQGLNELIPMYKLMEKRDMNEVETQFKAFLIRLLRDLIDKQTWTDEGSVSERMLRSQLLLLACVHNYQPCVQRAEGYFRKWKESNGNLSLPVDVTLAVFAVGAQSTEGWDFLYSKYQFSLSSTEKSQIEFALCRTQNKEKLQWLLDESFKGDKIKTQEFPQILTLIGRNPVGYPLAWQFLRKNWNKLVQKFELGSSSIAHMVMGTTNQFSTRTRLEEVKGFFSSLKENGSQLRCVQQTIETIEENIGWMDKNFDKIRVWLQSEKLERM
# PAX8 inh HTS = inhibitors of PAX8 transcriptional activity in RMG-I cells; RMG-I TPO-luciferase reporter, SteadyGlo, 24 h; inhibition, % at 12.6 µM; 360,000 tested, 1.2% active; AID 652154;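 active means mean replicate inhibition at least 60% with every replicate also reaching 60%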;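 further: luciferase light reporting Pax8 driven TPO promoter activity; plate controls were median of neutral control wells for no effect and mitoxantrone controls for full effect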
# Active calls of the source: *; / = not tested or not shown; & = joins results of further samples. This is a random part of the collection. Share with any hit: about 2.1%.
SMILES,FN deposition inh,EWS-Fli block,S100A4 inh HTS,PGC1a acetyl inh,LGR2 antag,PglD inh,ERAP1 HTS inh,PAX8 inh HTS
CCCCn1c(N)c(N(CCOC)C(=O)c2cccc(S(=O)(=O)N3CCCCCC3)c2)c(=O)[nH]c1=O,2,2,3,/,0,/,-6,-10
COCc1cc(=O)[nH]c(-c2ccccc2OC(F)(F)F)n1,2,5,-1,5,/,2,-1,44
Cc1ccc2c(c1)NC(=O)[C@@]1(C)[C@@H](c3ccccc3)[C@H]3COc4ccccc4[C@@H]3N1C2=O,12,10,-1,-16,10,-3,0,17
C[C@H]1CN([C@@H](C)CO)C(=O)c2cc(NC(=O)NC3CCCCC3)ccc2O[C@H]1CN(C)Cc1ccc(Oc2ccccc2)cc1,/,-7,4,-1,20,0,2,/
CC(NC(=O)C(=O)N1CCCCC1)C(c1cccs1)N1CCN(C)CC1 (centres undefined),4,1,2,-9,-2,3,-1,8
CC(=O)C(=Nc1ccccc1Cl)NNc1ccc(Cl)cc1,-6,/,/,-5,/,4,/,17
Cc1cc(/C=C(\C#N)C(=O)Nc2ccccc2)c(C)n1-c1ccc(C(=O)O)cc1,8,2,9,-46,-10,-7,9,-20
Cc1ccc2nc(N(CCCN(C)C)C(=O)c3ccc4ncsc4c3)sc2c1,6,-50,0,-2,-32,1,64*,-120
O=C(Cc1ccncc1)NCC[C@H]1CC[C@@H](NC(=O)Nc2ccc(Cl)cc2)[C@@H](CO)O1,/,-2,-24,-1,-17,2,4,12
COc1ccc(-c2ccc(C3[C@H]4CNC[C@@H]3N4S(=O)(=O)c3cccc(OC)c3)cc2)cc1 (some centres undefined),3&6,-5,-3&-33,1&8,7&8,/,-2&2,5
COc1ccc(CC(=O)N[C@@H]2c3cc(OC)c(OC)cc3C[C@H]2O)cc1,-12,2,4,/,1,-2,-2,-10
C[C@H](CO)N1C[C@H](C)[C@H](CN(C)C(=O)NC2CCCC2)Oc2ncc(-c3ccccc3F)cc2C1=O,2,-12,-20,/,0,-1,1,10
CN(C(=S)Nc1ccc(SC(F)F)cc1)c1ccc(O)cc1,1,-8,-2,/,-19,/,1,4
Nc1ccc(S(=O)(=O)c2cc(O)c3ccccc3c2O)cc1,1,-3,0,/,-2,/,6,-6
CCc1ccccc1NC(=O)CCCSc1nc2ccccc2s1,-13,17,4,2,6,-1,0,11
C[C@@H](NC(=O)C[C@@H]1CC[C@H](NC(=O)C2CCOCC2)[C@@H](CO)O1)c1ccccc1,8,-3,35,1,5,3,1,-7
COc1ccc2cc(C(=O)C3CCCN(Cc4cnc(N5CCOCC5)s4)C3)ccc2c1 (centres undefined),10,15,-6,5,4,0,/,23
Cc1ccccc1NC(=S)NNC(=O)c1ccco1,8,/,7,/,-5,-1,-1,0
COc1ccc(Cn2c(CCC(=O)NCCC(C)C)nc3ncccc3c2=O)cc1,-7,5,-10,/,-6,/,2,8
Cc1nnc(NC(=O)c2c(F)cccc2F)s1,7,1,-3,4,0,-4,-5,-22
O=C(NCc1cccnc1)c1cc(C2CCCCN2S(=O)(=O)c2ccc(F)cc2F)on1 (centres undefined),-4,-8,0,-5,9,-2,-4,4
Cc1ccc(CNC(=O)c2cc(S(=O)(=O)N3CCOCC3)cn2C)cc1,0,-1,-1,2,7,-5,-1,-23
N#Cc1ccccc1OCC(=O)Nc1cccc(S(=O)(=O)N2CCCCCC2)c1,-6,8,-12,-10,6,-2,-1,0
CNCc1ccccc1OCc1ccccc1F,-4,-2,-6,4,-5,-3,0,10
O=c1oc2ccccc2c(NCc2ccccc2F)c1[N+](=O)[O-],-5,6,-7,/,7,/,2,18
CC1(C)CC(CCN(Cc2ccccc2)C(=O)c2ccco2)(c2ccccc2)CCO1 (centres undefined),-7,10,-7,/,5,6,4,2
CCCC#Cc1cnc2c(c1)C(=O)N([C@@H](C)CO)C[C@@H](C)[C@@H](CN(C)C(=O)c1cccc(F)c1)O2,/,-7,26,3,-15,-2,-1,-17
CN(C)CCNC(=O)c1cccc(-c2cnc3c(NC=O)cc(-c4cccc(C(F)(F)F)c4)cn23)c1,6,32,-12,/,-3,2,5,109*
Oc1c(CN2CCCC2)cc(COCc2ccccc2)c2cccnc12,3,20,-8,/,/,1,-7,-9
CCOc1ccc(N2C(=O)CN(C)C2=S)cc1,-4,4,-3,10,/,-1,-1,9
COc1ccc(S(=O)(=O)Nc2ccc3c(c2)C(=O)N([C@H](C)CO)C[C@H](C)[C@H](CN(C)Cc2ccc(C(=O)O)cc2)O3)cc1,-1&-23,-13&-16,1&-2,0&-2,-3&-1,7&0,-1&-4,1
O=C(OCc1cc2ccccc2[nH]c1=O)c1cccnc1,-4,/,/,6,/,-3,/,3
Cc1ccc(S(=O)(=O)Nc2nc(C)c(C(=O)N/N=C/c3ccccc3)s2)cc1,-4,-6,-4,-5,-35,2,6,-6
COc1ccccc1NC(=O)Nc1nc(CC(=O)N2CCN(c3ccccc3F)CC2)cs1,7,-1,4,/,10,-3,1,4
C[C@@H]1CN([C@H](C)CO)C(=O)c2cccc(NC(=O)CCCCCC(=O)Nc3ccccc3N)c2O[C@@H]1CN(C)Cc1ccncc1,/,12,-2,6,-3,/,-1,-4
CCOc1ccc(C(=O)N[C@H](C(=O)Nc2ccc(OC)c(S(=O)(=O)N3CCOCC3)c2)C(C)C)cc1,0,1,-4,/,-9,/,-4,-3
CN1CCN(Cc2c(C(=O)N/N=C/c3cccc(Br)c3)nnn2-c2nonc2N)CC1,11,52*,-1,-6,-1,5,-2,51
C[C@@H]1CN([C@@H](C)CO)C(=O)CCCn2cc(nn2)CO[C@@H]1CN(C)Cc1ccc2cccnc2c1,4,-1,/,1,-9,/,/,-4
CCCCOc1ccc(CN2CCC(O)CC2)cc1,-7,/,/,-8,-18,2,/,/
O=C(COC(=O)c1ccc(S(=O)(=O)N2CCCCCC2)cc1)NCc1ccc(Cl)cc1,-6,-1,-1,4,5,-1,-6,2
COc1ccc(C(CNC(=O)c2c(C)nn(Cc3ccccc3)c2Cl)N2CCOCC2)cc1 (centres undefined),0,6,6,0,-8,2,0,11
COC(=O)C1=C(C)N(Cc2ccccc2)C(=O)N[C@H]1CCc1ccccc1,2,0,5,/,13,1,1,-12
C[C@H](CO)N1C[C@H](C)[C@@H](CN(C)Cc2cccnc2)Oc2ncc(-c3ccncc3)cc2C1=O,-10,-11,-2,6,-9,2,1,/
CCCN1CCN(CCCNC(=O)CN2C(=O)COc3ccccc32)CC1,/,6,-2,7,-6,1,5,/
COc1ccc(NC(=O)Nc2cccc3c2O[C@H](CN(C)Cc2ccncc2)[C@@H](C)CN([C@@H](C)CO)C3=O)cc1,/,-4,9,-1,1,9,-1,-1
CCCCC[C@@H]1C=C(C(=O)O)[C@H](c2ccc(Br)cc2)N1S(=O)(=O)c1ccc(C)cc1,7,-2,0,-3,-32,4,2,-21
Cc1cc(=O)n2nc(N3CCCC(C(=O)NCCCN4C(C)CCCC4C)C3)sc2n1 (centres undefined),-7,4,4,-2,/,-4,-3,-10
O=c1c(Cc2ccc(F)cc2)c(O)ccn1CCCN1CCOCC1,4,4,-3,-1,-10,/,5,14
COc1ccc(C2/C(=C(/O)c3ccc(C)cc3)C(=O)C(=O)N2c2ccccn2)cc1OC (centres undefined),0,-11,-3,1,-20,7,-3,-6
Cc1ccc(NC(=O)N(CCC(=O)O)Cc2ccccc2)cc1,1,-1,2,5,-9,-6,-4,3
CCOC(=O)C1(Cc2ccccc2)C(=O)Nc2ccccc21 (centres undefined),3,-6,-6,/,/,/,-1,36
COc1ccc(CN2CCNC(=O)C2CC(=O)NCCC2=CCCCC2)c(F)c1 (centres undefined),/,-1,-3,6,-13,-5,-2,21
C[C@@H]1CN([C@H](C)CO)S(=O)(=O)c2ccc(C#CC3CC3)cc2O[C@@H]1CN(C)C(=O)c1ccccn1,0,8,3,-18,-35,2,0,/
O=C(Cc1ccc(Br)cc1)OCC(=O)c1ccc[nH]1,8,2,-2,-2,-19,-1,1,-14
O=C(CCCc1nc(-c2ccccc2Cl)no1)NCc1cccnc1,-2,/,/,-98,/,-1,/,-2
C[C@H]1CN([C@@H](C)CO)S(=O)(=O)c2ccc(C3=CCCC3)cc2O[C@@H]1CN(C)C(=O)c1ccncc1,/,0,-7,8,0,0,4,-20
Cc1cc(C)cc(OCc2nc3ncc(Br)cc3[nH]2)c1,18,/,/,-40,/,-4,/,23
C[C@@H]1CN([C@H](C)CO)C(=O)CCCn2cc(nn2)CO[C@@H]1CN(C)C(=O)NC1CCCCC1,7,6,/,-1,19,/,/,15
COc1ccc2c3c([nH]c2c1)[C@@H](CO)N(C(=O)c1ccccc1)CC31CCN(C)CC1,/,0,4,4,-23,/,-1,/
Cc1ccc(/C=N/n2c(COc3ccccc3)n[nH]c2=S)o1,-6,-1,-4,2,-26,12,0,14

# Among those listed so far, these have an aryl methoxy group.
SMILES,FN deposition inh,EWS-Fli block,S100A4 inh HTS,PGC1a acetyl inh,LGR2 antag,PglD inh,ERAP1 HTS inh,PAX8 inh HTS
COc1ccc(-c2ccc(C3[C@H]4CNC[C@@H]3N4S(=O)(=O)c3cccc(OC)c3)cc2)cc1 (some centres undefined),3&6,-5,-3&-33,1&8,7&8,/,-2&2,5
COc1ccc(CC(=O)N[C@@H]2c3cc(OC)c(OC)cc3C[C@H]2O)cc1,-12,2,4,/,1,-2,-2,-10
COc1ccc2cc(C(=O)C3CCCN(Cc4cnc(N5CCOCC5)s4)C3)ccc2c1 (centres undefined),10,15,-6,5,4,0,/,23
COc1ccc(Cn2c(CCC(=O)NCCC(C)C)nc3ncccc3c2=O)cc1,-7,5,-10,/,-6,/,2,8
COc1ccc(S(=O)(=O)Nc2ccc3c(c2)C(=O)N([C@H](C)CO)C[C@H](C)[C@H](CN(C)Cc2ccc(C(=O)O)cc2)O3)cc1,-1&-23,-13&-16,1&-2,0&-2,-3&-1,7&0,-1&-4,1
COc1ccccc1NC(=O)Nc1nc(CC(=O)N2CCN(c3ccccc3F)CC2)cs1,7,-1,4,/,10,-3,1,4
CCOc1ccc(C(=O)N[C@H](C(=O)Nc2ccc(OC)c(S(=O)(=O)N3CCOCC3)c2)C(C)C)cc1,0,1,-4,/,-9,/,-4,-3
COc1ccc(C(CNC(=O)c2c(C)nn(Cc3ccccc3)c2Cl)N2CCOCC2)cc1 (centres undefined),0,6,6,0,-8,2,0,11
COc1ccc(NC(=O)Nc2cccc3c2O[C@H](CN(C)Cc2ccncc2)[C@@H](C)CN([C@@H](C)CO)C3=O)cc1,/,-4,9,-1,1,9,-1,-1
COc1ccc(C2/C(=C(/O)c3ccc(C)cc3)C(=O)C(=O)N2c2ccccn2)cc1OC (centres undefined),0,-11,-3,1,-20,7,-3,-6
COc1ccc(CN2CCNC(=O)C2CC(=O)NCCC2=CCCCC2)c(F)c1 (centres undefined),/,-1,-3,6,-13,-5,-2,21
COc1ccc2c3c([nH]c2c1)[C@@H](CO)N(C(=O)c1ccccc1)CC31CCN(C)CC1,/,0,4,4,-23,/,-1,/
